Compound activity deposited in PubChem by National Center for Advancing Translational Sciences (NCATS).
TRHR enhancer = allosterically enhances the human TRH receptor; enhancement, % at 2 µM; 360,000 compounds, 0.66% hits; TRHR cells, fluo-8 calcium fluorescence, EC20 TRH enhancement; in the data active = enhancement above about 30%; also: 0% is about no effect
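Enhancer read-out: after compound pinning and an initial kinetic agonist-mode read, an EC20 of TRH (10 nM final) was injected and fluo-8 calcium signal (Ex 480/Em 530) followed at 1 s/cycle for 100 cycles in TRHR-expressing cells.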
TRHR ag = activates the human TRH receptor. TRHR cells, calcium flux fluo-8, FDSS agonist mode. activation, % at 2 µM. 360,000 compounds, 0.18% hits; in the data active = activation above about 30%; also: 0% is about no effect
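TRHR-expressing cells loaded with fluo-8 calcium dye; 23 nL library compound pin-transferred, kinetic FDSS fluorescence (Ex 480/Em 530) recorded about 180 s for agonist-induced calcium release, before a 10 nM TRH EC20 addition for potentiator mode.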
D2 antagonist = D2 dopamine receptor (human) antagonism. P14416. HEK293 TREx D2 cells, calcium flux, dopamine EC80. inhibition, % at 10 µM. 340,000 compounds, 2% hits. AID 485344; in the data active = inhibition above about 30%; also: 0% is about no effect
Target sequence (P14416 whole entry, looked up): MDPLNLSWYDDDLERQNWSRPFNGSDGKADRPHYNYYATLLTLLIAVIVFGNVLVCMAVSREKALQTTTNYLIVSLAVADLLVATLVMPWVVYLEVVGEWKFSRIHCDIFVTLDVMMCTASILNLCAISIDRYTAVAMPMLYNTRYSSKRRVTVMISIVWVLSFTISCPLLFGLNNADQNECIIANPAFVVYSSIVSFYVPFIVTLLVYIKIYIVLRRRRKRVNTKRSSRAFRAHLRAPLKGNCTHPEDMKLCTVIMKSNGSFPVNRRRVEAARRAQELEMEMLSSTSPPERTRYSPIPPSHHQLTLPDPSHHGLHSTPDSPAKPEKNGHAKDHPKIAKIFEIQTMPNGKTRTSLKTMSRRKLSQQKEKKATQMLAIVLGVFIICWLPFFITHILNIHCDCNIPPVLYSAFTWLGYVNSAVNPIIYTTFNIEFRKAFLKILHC
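Tetracycline-induced HEK293 TREx cells expressing D2 receptor forced-coupled to calcium signalling, loaded with no-wash calcium dye. Compounds added and calcium flux read 180 s, then dopamine added at EC80 and read a further 180 s.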
IDH1 R132H inh = inhibitors of human mutant IDH1 R132H | Potency, µM (highest dose often 76.6 µM), for the others: at the highest dose activity change, negative = inhibition, usual class: inhibitors | 390,000 compounds, 0.093% hits | AID 602179 | IDH1-R132H enzyme, NADPH consumption, diaphorase/resazurin fluorescence; also: potency is read from the fitted curve at half-maximal effect; % is scaled to controls: 0 for no effect and ±100 for the full control effect; nearly all actives have a fitted effect of over 65% in size
Target sequence (O75874 whole entry R132H, stated change not applied): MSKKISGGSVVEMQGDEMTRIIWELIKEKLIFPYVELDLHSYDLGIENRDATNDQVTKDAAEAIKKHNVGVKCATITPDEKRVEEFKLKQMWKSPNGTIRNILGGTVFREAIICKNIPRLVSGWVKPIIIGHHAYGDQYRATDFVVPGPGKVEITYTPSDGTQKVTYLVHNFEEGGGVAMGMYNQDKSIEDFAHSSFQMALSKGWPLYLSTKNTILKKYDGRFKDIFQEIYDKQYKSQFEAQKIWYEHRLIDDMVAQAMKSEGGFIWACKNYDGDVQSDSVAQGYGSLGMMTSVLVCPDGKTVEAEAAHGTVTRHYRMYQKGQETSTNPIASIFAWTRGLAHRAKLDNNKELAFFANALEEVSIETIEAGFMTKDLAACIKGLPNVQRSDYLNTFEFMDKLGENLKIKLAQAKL
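IDH1-R132H (0.5 ug/mL dispensed) in pH 7.5 Tris buffer was preincubated 30 min with compound, then given a substrate mix of 0.016 mM NADPH and 2 mM alpha-KG for 80 min at room temperature; remaining NADPH was read by diaphorase/resazurin fluorescence.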
TrxR1 substrate = rat thioredoxin reductase 1 substrate activity | O89049 | Potency, µM (titrated, usually from 114 µM), inactives show at the highest dose activity change, negative = substrate turnover | 390,000 compounds, 0.01% hits | purified TrxR1 substrate turnover, NADPH consumption readout | AID 588456; also: potency is read from the fitted curve at half-maximal effect; % is scaled to controls: 0 for no effect and ±100 for the full control effect; nearly all actives have a fitted effect of over 50% in size
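Rat TrxR1, dispensed at 90 nM, was prereduced with 400 uM NADPH (final) for 5 min at ~22 deg C, then incubated with compound 15 min before 400 uM selenite. A first-read NADPH fluorescence drop versus no-compound background flagged substrates.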
rTrxR1 inhibitor = rat TrxR1 inhibition. recombinant rTrxR1, NADPH fluorescence consumption, selenite substrate. Potency, µM (series often up to 114 µM), for inactives: at the top dose activity change, negative = inhibition, most hits filed as inhibitors. 390,000 compounds, 1% hits. AID 588453; also: potency is read from the fitted curve at half-maximal effect; % is scaled to controls: 0 for no effect and ±100 for the full control effect; nearly all actives have a fitted effect of over 65% in size
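Rat TrxR1 (90 nM in the dispensed reagent) was pre-reduced with 400 uM NADPH for 5 min at room temperature, then incubated with compound for 15 min. After 400 uM selenite was added, NADPH fluorescence (Ex 340/Em 450 nm) was followed for 8 min.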
D2 agonist = D2 dopamine receptor (human) agonism. AID 485358. P14416. 340,000 compounds, 0.53% hits. HEK293 T-REx D2 cells, calcium flux agonist mode. activation, % at 2 µM;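 active = activation over 3 SD above normal in the single-dose calcium agonist read, cut at about 30% in these data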; also: 0% is about no effect
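Tetracycline-induced HEK293 T-REx cells with force-coupled D2 receptor, plated overnight at 30 C, loaded with no-wash calcium dye. After a 10 s baseline, compound was pin-added and calcium flux read kinetically for 180 s; calcium rises flagged agonists.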
USP1 inh = inhibitors of human USP1/UAF1 deubiquitinase | recombinant USP1/UAF1, Ub-Rhodamine cleavage fluorescence | O94782 | 390,000 compounds, 0.23% hits | Potency, µM (titrated, usually from 57.1 µM), for the others: at the highest dose activity change, negative = inhibition, most hits filed as inhibitors; also: potency is read from the fitted curve at half-maximal effect; % is scaled to controls: 0 for no effect and ±100 for the full control effect; nearly all actives have a fitted effect of over 60% in size; inactives centre near -12
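USP1/UAF1 complex at 1 nM was preincubated with compound for 15 min at room temperature, then Ub-Rho substrate (150nM final) was added. Fluorescence (480/540 nm) was read kinetically, 6 reads every 60 seconds.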
Pin1 inh = human Pin1 inhibition | Pin1 FP peptide displacement, HiFluor488, 10 min | Potency, µM (series often up to 115 µM), inactives show at the top dose activity, negative = inhibition, most hits filed as inhibitors | 390,000 compounds, 0.009% hits; active = well fitted inhibition curve with a large enough effect in the polarisation, with a control signal flat, not every such curve was filed as active; inconclusive = small, poorly fitted or top-dose-only effect, or effect the other way, or a change in a side signal; inactive = no such curve, though single readings can be large or run the other way; the % refers to the polarisation; also: potency is read from the fitted curve at half-maximal effect; % is scaled to controls: 0 for no effect and ±100 for the full control effect
Target sequence (Q13526 whole entry, looked up): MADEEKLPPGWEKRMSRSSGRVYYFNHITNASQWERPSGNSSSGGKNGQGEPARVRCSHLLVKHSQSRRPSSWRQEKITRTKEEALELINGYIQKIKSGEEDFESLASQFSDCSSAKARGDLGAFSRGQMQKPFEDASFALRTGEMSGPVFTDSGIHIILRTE
* marks the source's active call; other numbers are inactive results; [ ] = dose if it differs, or a comment. Unless noted, calls follow the shape of the dose curve; as a rule, active = well fitted inhibition curve with a large enough effect; inconclusive = small, poorly fitted or top-dose-only effect; inactive = no such curve, though single readings can be large or run the other way. The list is partial (hit frequency here may not be typical).

Screening Cc1cccc(-n2nnc3c(=O)n(Cc4ccccn4)cnc32)c1 returned TRHR enhancer -2, TRHR ag -0.9, D2 antagonist -11, IDH1 R132H inh 11%, TrxR1 substrate 1%, rTrxR1 inhibitor 6%, D2 agonist -0.4, USP1 inh 5% and Pin1 inh -2%.
For CCOC(=O)N1CCN(S(=O)(=O)c2ccc3c(c2)CC(C)N3C(=O)C2CC2)CC1 (configuration not stated) the results were TRHR enhancer -3, TRHR ag -0.4, D2 antagonist -3, IDH1 R132H inh 12%, TrxR1 substrate -5%, rTrxR1 inhibitor 13%, D2 agonist 0.0, USP1 inh -16% and Pin1 inh -7%.
For O=[N+]([O-])c1ccc(N2CCN(S(=O)(=O)c3ccccc3)CC2)c2cccnc12 the results were TRHR enhancer -1, TRHR ag 0.1, D2 antagonist -1, IDH1 R132H inh 1%, TrxR1 substrate 2%[57.1 µM], rTrxR1 inhibitor 15%[57.1 µM], D2 agonist 0.4, USP1 inh -18% and Pin1 inh 5%.
For CN(N)c1nc(N2CCCC2)nc(N2CCCC2)n1 the results were IDH1 R132H inh 2%, TrxR1 substrate -2%[57.1 µM], rTrxR1 inhibitor 0%[57.1 µM], USP1 inh -2% and Pin1 inh 6%.
Screening COc1ccc(-c2cccc(NC(=O)c3ccc4c(c3)OCO4)c2)nn1 returned TRHR enhancer 8, TRHR ag 0.2, D2 antagonist -18, IDH1 R132H inh 5%, TrxR1 substrate 6%[57.1 µM], rTrxR1 inhibitor 3%[11.4 µM], D2 agonist -0.7, USP1 inh -6% and Pin1 inh 2%.
`Cc1ccc(NC(=O)C2CCN(S(=O)(=O)c3cccc4nonc34)CC2)c(Cl)c1` gave TRHR enhancer -5, TRHR ag -1.2, IDH1 R132H inh -4%, TrxR1 substrate 0%, rTrxR1 inhibitor 16%, D2 agonist 0.5, USP1 inh -7% and Pin1 inh 3%.
Screening COc1ccccc1OCCNC(=O)c1cc(F)c(F)cc1Cl returned TRHR enhancer 0, TRHR ag -0.6, D2 antagonist -1, IDH1 R132H inh 0%, TrxR1 substrate -5%[57.1 µM], rTrxR1 inhibitor 2%, D2 agonist -0.4, USP1 inh -6% and Pin1 inh 40%[activator].
For CCOC(=O)N1CCN(C(=O)CSCC(=O)Nc2nc(-c3cccs3)cs2)CC1 the results were TRHR enhancer -4, TRHR ag -0.4, D2 antagonist 4, IDH1 R132H inh -2%, TrxR1 substrate 8%[57.1 µM], rTrxR1 inhibitor 16%, D2 agonist 0.1, USP1 inh -9% and Pin1 inh -6%.
`O=C(O)CCn1cc(/C=C2/NC(=S)N(c3ccccc3)C2=O)c(-c2ccccc2)n1` gave TRHR enhancer -3, TRHR ag -0.2, D2 antagonist -3, IDH1 R132H inh 0%, TrxR1 substrate 8%[0.457 µM], rTrxR1 inhibitor -5%, D2 agonist -0.9, USP1 inh -10% and Pin1 inh -1%.
COc1ccc(CCNC(=O)c2cccc(S(=O)(=O)NC(C)c3ccccc3)c2)cc1 (configuration not stated) was read as TRHR enhancer -3, TRHR ag 0.0, D2 antagonist -5, IDH1 R132H inh 12%, TrxR1 substrate -7%, rTrxR1 inhibitor 9%, D2 agonist 0.3, USP1 inh -10% and Pin1 inh 8%.
O=C(CS(=O)c1ccccc1[N+](=O)[O-])Oc1ccc(Br)cc1 (configuration not stated) was read as TRHR enhancer -1, TRHR ag -1.0, D2 antagonist 8, IDH1 R132H inh -2%, TrxR1 substrate -3%, rTrxR1 inhibitor inconclusive, D2 agonist -0.6, USP1 inh -8% and Pin1 inh 5%.
CN(C)S(=O)(=O)c1ccc(C(=O)NCCN=C2NS(=O)(=O)c3ccccc32)cc1 was read as TRHR enhancer -2, TRHR ag 1.4, D2 antagonist 0, IDH1 R132H inh -1%, TrxR1 substrate -2%, rTrxR1 inhibitor -7%, D2 agonist 0.9, USP1 inh -15% and Pin1 inh -2%.
CCOc1ccc2[nH]c(=O)c(CN(Cc3ccco3)C(=O)c3ccc(Br)cc3)cc2c1 was read as TRHR enhancer -3, TRHR ag 0.1, D2 antagonist -7, IDH1 R132H inh 6%, TrxR1 substrate 7%, rTrxR1 inhibitor -22%, D2 agonist -0.5, USP1 inh -16% and Pin1 inh 34%[activator].
Screening O=C(Nc1cccc(Cl)c1)Nc1sccc1-c1nc2ccccc2s1 returned TRHR enhancer 1, TRHR ag 0.0, D2 antagonist -11, IDH1 R132H inh 28%, TrxR1 substrate 5%[57.1 µM], rTrxR1 inhibitor 13%[57.1 µM], D2 agonist 1.1, USP1 inh inconclusive and Pin1 inh 40%[activator].
CCC(=O)OCC(=O)N=c1sccn1Cc1ccccc1Cl was read as TRHR enhancer -6, TRHR ag 0.5, D2 antagonist -12, IDH1 R132H inh 3%, TrxR1 substrate -8%, rTrxR1 inhibitor -12%, D2 agonist 0.6, USP1 inh -13% and Pin1 inh 3%.
For O=C(COC(=O)/C=C/c1ccc(Cl)cc1)NC(=O)NCc1ccccc1 the results were TRHR enhancer -2, TRHR ag 0.7, D2 antagonist 44*, IDH1 R132H inh 5%, TrxR1 substrate 7%, rTrxR1 inhibitor 32%[activator], D2 agonist 0.7, USP1 inh 2% and Pin1 inh 6%.
Cc1cc(=O)oc2cc(OCC(=O)OCC(=O)Nc3c(C)n(C)n(-c4ccccc4)c3=O)ccc12 was read as TRHR enhancer 1, TRHR ag 0.3, D2 antagonist -4, IDH1 R132H inh 7%, TrxR1 substrate -18%[57.1 µM], rTrxR1 inhibitor 13%[57.1 µM], D2 agonist -0.3, USP1 inh -17% and Pin1 inh -8%.
Cc1cccc(Cl)c1NC(=S)N1CCN(c2ccc([N+](=O)[O-])cn2)CC1 was read as TRHR enhancer 3, TRHR ag 0.1, D2 antagonist 16, IDH1 R132H inh -4%, TrxR1 substrate -5%[57.1 µM], rTrxR1 inhibitor -13%[57.1 µM], D2 agonist 0.2, USP1 inh 1% and Pin1 inh 3%.
COc1ccccc1C(CNC(=O)c1ccc(NS(=O)(=O)c2ccc(F)c(C)c2)cc1)N1CCCC1 (configuration not stated) was read as TRHR enhancer 6, TRHR ag 0.3, D2 antagonist 1, IDH1 R132H inh 6%, TrxR1 substrate -3%, rTrxR1 inhibitor -9%, D2 agonist 0.9, USP1 inh -6% and Pin1 inh 19%.
Screening CCOC(=O)c1c(C)sc2c1N(C(=O)CCl)c1cc(Cl)ccc1S2 returned TRHR enhancer -3, TRHR ag -0.5, D2 antagonist -19, IDH1 R132H inh -10%, TrxR1 substrate -2%, rTrxR1 inhibitor 5µM*, D2 agonist 0.6, USP1 inh -10% and Pin1 inh 8%.

Random excerpt: 3 records from the list.
For O=[N+]([O-])c1ccc(N2CCN(S(=O)(=O)c3ccccc3)CC2)c2cccnc12 the results were TRHR enhancer -1, TRHR ag 0.1, D2 antagonist -1, IDH1 R132H inh 1%, TrxR1 substrate 2%[57.1 µM], rTrxR1 inhibitor 15%[57.1 µM], D2 agonist 0.4, USP1 inh -18% and Pin1 inh 5%.
CCC(=O)OCC(=O)N=c1sccn1Cc1ccccc1Cl was read as TRHR enhancer -6, TRHR ag 0.5, D2 antagonist -12, IDH1 R132H inh 3%, TrxR1 substrate -8%, rTrxR1 inhibitor -12%, D2 agonist 0.6, USP1 inh -13% and Pin1 inh 3%.
COc1ccccc1C(CNC(=O)c1ccc(NS(=O)(=O)c2ccc(F)c(C)c2)cc1)N1CCCC1 (configuration not stated) was read as TRHR enhancer 6, TRHR ag 0.3, D2 antagonist 1, IDH1 R132H inh 6%, TrxR1 substrate -3%, rTrxR1 inhibitor -9%, D2 agonist 0.9, USP1 inh -6% and Pin1 inh 19%.

Other entries follow:
For Cc1c(C#N)c(NC(=O)c2ccccc2)n(Cc2ccccc2)c1C the results were TRHR enhancer -9, TRHR ag -0.6, D2 antagonist -9, IDH1 R132H inh 1%, TrxR1 substrate 5%[57.1 µM], rTrxR1 inhibitor 1%[57.1 µM], D2 agonist -0.8, USP1 inh 5% and Pin1 inh 3%.
`COc1ccc2oc(=O)c(-c3ccccc3C(=O)N3CCOCC3)cc2c1` gave TRHR enhancer 6, TRHR ag -0.3, D2 antagonist -5, IDH1 R132H inh 0%, TrxR1 substrate 55%[activator], rTrxR1 inhibitor -3%, D2 agonist -0.1, USP1 inh -21% and Pin1 inh -11%.
`O=C(CCCNC(=O)/C(=C\c1ccc(F)cc1)NC(=O)c1ccccc1)OCc1ccccc1` gave TRHR enhancer 26, TRHR ag 1.1, IDH1 R132H inh 1%, TrxR1 substrate -6%, rTrxR1 inhibitor -2%, USP1 inh 11% and Pin1 inh 1%.
For COc1cc(NC(=O)/C=C/c2ccccc2[N+](=O)[O-])cc(OC)c1 the results were TRHR enhancer -3, TRHR ag -0.3, IDH1 R132H inh 2%, TrxR1 substrate -4%, rTrxR1 inhibitor 9%, USP1 inh -18% and Pin1 inh 2%.
`COc1ccc(CC(=O)N2CCN(c3ccccc3)CC2)cc1` gave TRHR enhancer 3, TRHR ag 0.2, IDH1 R132H inh -1%, TrxR1 substrate 4%, rTrxR1 inhibitor 15%[11.4 µM], USP1 inh -9% and Pin1 inh 0%.
For CCn1ncc(/C=N/NS(=O)(=O)c2ccc(Cl)cc2)c1C the results were TRHR enhancer 5, TRHR ag -0.5, D2 antagonist -5, IDH1 R132H inh 15%, TrxR1 substrate -12%, rTrxR1 inhibitor -14%, D2 agonist 1.4, USP1 inh -1% and Pin1 inh 3%.
Screening CSc1nc(Cl)cc(N(CCO)CCO)n1 returned TRHR enhancer -2, TRHR ag 0.1, D2 antagonist -9, IDH1 R132H inh -7%, TrxR1 substrate 4%, rTrxR1 inhibitor 7%[57.1 µM], D2 agonist 0.6, USP1 inh -4% and Pin1 inh -1%.
